# Source: PubChem (NCI)
# All columns: NCI-60 one-dose screen, growth in % after 48 h at 10 µM unless noted; 100 = growth as untreated, 0 = no growth, -100 = all killed.
# SNB-19 – SNB-19 CNS cancer cells. 2.5% of 81,000 active
# SF-268 – SF-268 CNS cancer cells. 3.1% of 82,000 active. AID 1794759
# HCT-116 – HCT-116 colon cancer | 7.3% of 82,000 active
# U251 – U251 CNS tumor cells | AID 1794753 | 5.4% of 80,000 active
# SF-539 – SF-539 CNS cancer; 6.8% of 81,000 active; AID 1794752
# KM12 – KM12 colon cancer cells; 5% of 82,000 active; AID 1794800
# SNB-75 – SNB-75 CNS cancer. 5% of 79,000 active. AID 1794750
# SF-295 – SF-295 CNS cancer cells. 5.6% of 79,000 active. AID 1794758
# HCC-2998 – HCC-2998 colon cancer; 4.7% of 79,000 active
# * = called active by the depositor; x = no result given; & = joins results of further samples; ! = a repeat was not active. The calls were made as follows: active = growth percent below 10; inactive = the rest.
cpd	SMILES	SNB-19	SF-268	HCT-116	U251	SF-539
1	CC(O)c1ccc(Cl)cc1 (configuration not stated)	105	107	111	107	101
2	CC[N+]1(CC)CCC(OC(=O)C(O)(c2ccccc2)c2ccccc2)C1 (configuration not stated)	92	87	98	90	88
3	c1ccc([C@H]2N[C@H]2c2ccccc2)cc1	99	96	93	105	102
4	CCOP(=O)(NC)OCC	102	99	92	107	101
5	N#CC(C#N)=Cc1ccc(Cl)c(Cl)c1	101	103	94	98	100
6	O=C(O)CCCO	88	100	102	118	98
7	C[C@]12CC[C@H]3[C@@H](CC=C4C[C@@H](O)CC[C@@]43C)[C@@H]1CC(=O)[C@@H]2O	101	106	95	110	96
8	CN1CCC(O)(c2ccccc2)C(C(=O)c2ccccc2)C1 (configuration not stated)	102&109	101&103	87&95	100&106	96&100
9	COc1ccc(Cn2cc(/C=C3/C(=O)C4CCN3CC4)c3cccnc32)cc1	88	85	85	85	100
10	CC(=O)Cc1ccccc1Cl	96	96	100	107	100
11	COc1ccc(/C=C2\N=C(c3cccnc3)OC2=O)cc1	106	106	99	100	100
12	N#Cc1cccc(Cl)c1	106	106	91	97	91

cpd	KM12	SNB-75	SF-295	HCC-2998
1	105	99	103	100
2	108	95	103	107
3	99	112	104	106
4	106	103	129	112
5	103	93	95	102
6	102	96	99	127
7	101	87	104	106
8	103&107	105&97	103&103	100&118
9	96	80	89	102
10	99	87	96	99
11	107	103	92	108
12	100	92	x	116

# Next section; it opens with the five that closed the last part.
cpd	SMILES	SNB-19	SF-268	HCT-116	U251	SF-539
8	CN1CCC(O)(c2ccccc2)C(C(=O)c2ccccc2)C1 (configuration not stated)	102&109	101&103	87&95	100&106	96&100
9	COc1ccc(Cn2cc(/C=C3/C(=O)C4CCN3CC4)c3cccnc32)cc1	88	85	85	85	100
10	CC(=O)Cc1ccccc1Cl	96	96	100	107	100
11	COc1ccc(/C=C2\N=C(c3cccnc3)OC2=O)cc1	106	106	99	100	100
12	N#Cc1cccc(Cl)c1	106	106	91	97	91
13	CCOC(=O)/C=C/CP(=O)(OCC)OCC	101	111	101	99	110
14	Cc1ccc(Nc2nc(-c3ccccc3)c[se]2)cc1	95	93	85	89	89
15	CCP(=S)(CC)P(=S)(CC)CC	103	111	108	96	96
16	CC(C)CCC[C@@H](C)[C@H]1CC[C@H]2[C@@H]3C/C(=N\OC(=O)c4ccc(N(CCCl)CCCl)cc4)C4=CC(=O)CC[C@]4(C)[C@H]3CC[C@]12C	100	96	85	100	99
17	c1ccc2c(c1)OCC(C1=NCCN1)O2 (configuration not stated)	100	104	113	101	106
18	CCOP(=O)(OCC)OCc1ccc(C)c(C)c1	103	101	85	100	93
19	CC1(C)N=C(N)N=C(N)N1c1ccc(OCc2ccc(S(=O)(=O)F)c(Cl)c2)c(Cl)c1	48	46	20	52	40
20	CCC[C@H](O)[C@@H](OC)[C@H]1O[C@]1(C)[C@@H](O)C/C=C/[C@@H]1OC(=O)/C=C/C=C/[C@@H](OC)[C@H](O)/C=C/C(C)=C/C(C)CCC[C@@H](OC)[C@H](O)/C=C/C(C)=C/[C@@H](C)[C@H](O)[C@H]1OC (some centres not stated)	93	89	100	98	113
21	CCCCOC(=O)c1ccccc1C(=O)O	110	115	98	107	106
22	C=CCc1ccc(OC(=O)Cc2ccccc2)c(OC)c1	110	107	105	99	98
23	CC(NC(C)(C)C)C(=O)c1cccc(Cl)c1 (configuration not stated)	100	100	99	103	103
24	COc1ccc2c(c1)NP(=S)(c1ccccc1)N2C (configuration not stated)	101	113	102	98	114

cpd	KM12	SNB-75	SF-295	HCC-2998
8	103&107	105&97	103&103	100&118
9	96	80	89	102
10	99	87	96	99
11	107	103	92	108
12	100	92	x	116
13	104	89	94	93
14	91	88	98	98
15	109	90	111	110
16	101	97	102	109
17	106	78	128	105
18	104	90	99	99
19	43	77	77	55
20	103	x	106	106
21	115	x	107	103
22	110	76	96	96
23	102	92	99	98
24	116	106	118	102

# Additional records follow:
cpd	SMILES	SNB-19	SF-268	HCT-116	U251	SF-539
25	Cc1nc2c(s1)CC[C@@]1(C)C2=CC[C@@H]2[C@@H]1CC[C@]1(C)C(=O)CC[C@@H]21	97	102	95	103	97
26	CC12CCC(=O)C=C1CCC1C2CCC2(C)C(C(=O)COC(=O)Cc3ccc(N(CCCl)CCCl)cc3)CCC12 (configuration not stated)	96	78	82	76	63
27	O=C(CCCc1ccc(N(CCCl)CCCl)cc1)OCc1ccccc1	96	80	93	89	85
28	O=C1NCCCCC1(Cl)Cl	90	100	102	105	100
29	CC1(C)N=C(N)N=C(N)N1c1ccc(OCCCCNC(=O)Nc2cccc(S(=O)(=O)F)c2)c(Cl)c1	46	44	16	16	40
30	CC1CCC2C(C)C3C(CC4C5CCC6CC(O)CCC6(C)C5CCC43C)N2C1 (configuration not stated)	98	95	75	94	90
31	O=S(=O)(CCCN1CCCCC1)C(c1ccccc1)c1ccccc1	110	96	98	94	103
32	CCCCCCCC[n+]1ccc2ccccc2c1	54	80	46	66	63
33	CC(=O)N(CC(C)C)N=O	103	98	101	103	104
34	O=C1NC(=O)C(=Cc2cccn2CCCCCCn2c3ccccc3c(=O)c3ccccc32)C(=O)N1	94	97	71	91	107
35	COc1ccc(/C=C/C(=O)c2nc3ccccc3n2Cc2ccc(F)cc2)cc1	63	84	68	49	69
36	CCOP(=S)(OCC)Oc1ccc([N+](=O)[O-])cc1	110	108	104	108	101

cpd	KM12	SNB-75	SF-295	HCC-2998
25	105	100	101	122
26	101	83	75	-28*
27	100	85	88	101
28	115	99	121	x
29	42	75	x	51
30	95	88	95	102
31	105	86	103	99
32	46	69	67	47
33	116	104	102	118
34	97	107	98	101
35	64	78	65	81
36	102	x	103	100

# The results go on.
cpd	SMILES	SNB-19	SF-268	HCT-116	U251	SF-539
37	CC1=C(C)CC2(C(=O)NC(=S)NC2=O)C(C)C1 (configuration not stated)	98	108	106	92	94
38	CCOc1ccc(P2(=S)SP(=S)(c3ccc(OCC)cc3)S2)cc1 (configuration not stated)	102	101	85	93	94
39	C#C[C@]1(O)CC[C@H]2[C@@H]3CC=C4C[C@@H](OC(=O)CCC5CCCCC5)CC[C@]4(C)[C@H]3CC[C@@]21C	93	110	95	91	90
40	CC(C)c1cc(Cl)cc(C(C)C)c1OCCCN(C)C	106	90	86	87	88
41	CC1=C2CC[C@H]3[C@@H](CCC4=CC(=O)CC[C@@]43C)[C@@H]2CC1	105	103	99	108	102
42	COc1cccc(C(Cc2ccccc2)NCCO)c1OC (configuration not stated)	112	99	83	95	100
43	CC(=O)Nc1nc2c(s1)CC[C@@]1(C)C2=CC[C@H]2[C@@H]3CC[C@H](O)[C@@]3(C)CC[C@@H]21	62	73	30	49	8.5*
44	O=C1Nc2ccccc2C2c3cccn3-c3ccccc3CN12 (configuration not stated)	73	75	42	15	55
45	S=P(c1ccccc1)(c1ccccc1)c1cccc2ccccc12	90	93	80	91	105
46	CC1([N+](=O)[O-])COP(=O)(Nc2cccc(F)c2)OC1 (configuration not stated)	105	108	101	99	94
47	CC(=O)C1(C)CCOC1=O (configuration not stated)	103	114	101	104	100
48	Nc1c([N+](=O)[O-])cc([N+](=O)[O-])cc1S(=O)(=O)O	100	106	96	97	95

cpd	KM12	SNB-75	SF-295	HCC-2998
37	100	87	104	105
38	110	72	103	x
39	107	106	100	128
40	99	67	89	90
41	102	109	102	94
42	100	92	96	101
43	49	55	36	96
44	30	21	60	71
45	91	70	x	94
46	112	79	97	112
47	106	94	93	81
48	108	95	101	103

# Whole records from above. Order of screens: SNB-19	SF-268	HCT-116	U251	SF-539	KM12	SNB-75	SF-295	HCC-2998
# CC(C)c1cc(Cl)cc(C(C)C)c1OCCCN(C)C as listed: 106	90	86	87	88	99	67	89	90
# COc1ccc(/C=C2\N=C(c3cccnc3)OC2=O)cc1 as listed: 106	106	99	100	100	107	103	92	108
# CCOP(=S)(OCC)Oc1ccc([N+](=O)[O-])cc1 as listed: 110	108	104	108	101	102	x	103	100

# (cont.)
cpd	SMILES	SNB-19	SF-268	HCT-116	U251	SF-539
49	N#Cc1c(Cl)cccc1Cl	102	110	97	99	98
50	CN(C)CC1CCCCC1=O (configuration not stated)	105&105	108&107	107&100	103&96	119&96
51	COc1ccc(CC(C)NC(C)C)cc1OC (configuration not stated)	100	99	109	100	102
52	NC(Cc1cccc(NP(=S)(N2CC2)N2CC2)c1)C(=O)O (configuration not stated)	113	111	109	103	103
53	CSc1ccccc1NP1(=O)OCC(C)([N+](=O)[O-])CO1 (configuration not stated)	97	105	98	96	91
54	NC(c1ccccc1)C(O)c1ccccc1 (configuration not stated)	103&106	110&112	113&103	94&112	105&102
55	COc1cc(C)c(-c2ccc(OC)c(=O)cc2C)c(OC)c1OC	97&20	103&38	102&12	104&12	-7.8*!
56	NNC(N)=S	107	99	96	102	106
57	N#CC1=C(N)Oc2c(c(=O)oc3ccccc23)C1c1cc(=O)oc2ccc(Cl)cc12 (configuration not stated)	99	94	96	93	95
58	COC[C@@H]1C[C@@]2(C)[C@@H](CC[C@@H]3[C@@H]2CC[C@@]2(C)[C@H]3CC[C@]2(C)O)CC1=O	113	102	96	94	91
59	O=[N+]([O-])CC(OCCCc1ccccc1)C(Cl)(Cl)Cl (configuration not stated)	100	101	99	88	102
60	O=C(CCCN1CCC(n2c(=O)[nH]c3ccccc32)CC1)c1ccc(F)cc1	104	132	90	112	109

cpd	KM12	SNB-75	SF-295	HCC-2998
49	103	104	103	103
50	109&110	82&88	112&101	111&103
51	104	87	106	101
52	117	92	107	105
53	104	86	100	104
54	113&106	x	134&108	115&104
55	6.9*!	94&28	6.4*!	114&11
56	106	105	103	103
57	86	91	102	x
58	101	90	x	95
59	106	81	106	101
60	104	109	107	113

# (more compounds)
cpd	SMILES	SNB-19	SF-268	HCT-116	U251	SF-539
61	Cc1c(O)c(CN(CCCl)CCCl)cc(CN(CCCl)CCCl)c1O	100	88	84	82	82
62	Nc1ccc(CCc2ccc(Cl)cc2S(=O)(=O)F)c(Cl)c1	102	91	102	97	96
63	COc1ccc(C=C2C(=O)NC(=S)NC2=O)cc1OC	106	101	92	101	113
64	NN=C1C(Cl)=C(Cl)C(Cl)=C1Cl	103	96	93	102	94
65	CN(C)C(=O)Oc1ccccc1	115	x	104	103	94
66	O=S(=O)(F)c1ncnc2nc[nH]c12	93	70	100	99	88
67	CCC1(CC)COP(=O)(OCC(Cl)CCl)OC1 (configuration not stated)	109	99	109	110	105
68	CCOc1cc(CNC(C)C(O)c2ccccc2)cc(Cl)c1OCC (configuration not stated)	110	101	105	104	100
69	C=CCN1CC[C@]23c4c5ccc(O)c4OC2C(=O)CC[C@@]3(O)[C@H]1C5 (some centres not stated)	107	112	97	102	121
70	OC1CC2CC1C1C2C2(Cl)C(Cl)=C(Cl)C1(Cl)C2(Cl)Cl (configuration not stated)	101	102	88	87	94
71	O=P(Oc1ccc(-c2ccccc2)cc1)(N1CC1)N1CC1	96	84	98	92	98
72	CCC1C2CC3C4N(C)c5ccccc5C45CC(C2C5O)N3C1O (configuration not stated)	99&104	96&99	99&107	107&93	111&106
73	Cc1ccc(CCl)cc1	102	99	99	101	93
74	O=[N+]([O-])c1ccc(Br)c([N+](=O)[O-])c1	101	97	32	99	99
75	CCOC(=O)C1(c2ccc(O)c(O)c2)CCN(C)CC1	99	96	92	107	95

cpd	KM12	SNB-75	SF-295	HCC-2998
61	103	79	94	91
62	101	80	72	100
63	104	90	112	99
64	102	102	x	104
65	110	89	103	102
66	82	87	104	101
67	112	89	114	x
68	105	97	106	100
69	103	92	104	100
70	90	98	x	97
71	105	82	88	94
72	103&111	90&108	110&97	96
73	100	88	102	102
74	54	x	108	96
75	100	74	95	112

# These rows are one share of the data; the hit share may differ from the screen's.
